Screening data deposited in PubChem by SRMLSC.
Ecoli WT growth – blocks growth of wild type E. coli BW25113; E. coli BW25113 growth inhibition, OD600; inhibition, % at 10 µM; 20,000 compounds, 0.05% hits; in the data active means inhibition above about 40%;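 further: bacteria exposed to compound for 20 hours at 37 °C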
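Material: bacterial strain in a whole-cell growth screen; Amount: inoculum from a 1:1000 dilution of a 1.5 h subculture; Buffer or medium: LB plus kanamycin 50 µg/mL; Dosing: one dose, 10 µM final; Times: compound exposure of 20 h at 37 °C; Measured by: absorbance at 615 nm as a measure of bacterial growth.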
Active calls of the source: *.

canonical_smiles | Ecoli WT growth
CSc1nsc(SCC(=O)NC2CCCCC2)n1 | -12
CC(=O)NCCOc1nc(N(C)C)nc(N(C)C)n1 | 4
COc1ccc(CCC(=O)Nc2ccc(-c3noc(-c4ccc(OC)c(OC)c4)n3)cc2)cc1 | -25
CCOC(=O)c1ccc(CSc2nnc(-c3ccncc3)n2N)cc1 | -9
COc1ccccc1Cc1nc(-c2ccc(C)cc2)no1 | -12
O=C(O)c1cccnc1SCCc1ccccc1 | -22
CC(=O)Nc1ccc(S(=O)(=O)NCc2cn3c(C)csc3n2)cc1 | 3
COc1cc(OC)c(NC(=O)c2ccoc2C)cc1Cl | -17
CCOc1ccc2nc(NC(=O)CSc3nc4c(c(=O)n(C)c(=O)n4C)n3C(C)C)sc2c1 | -21
Clc1cccc(Cl)c1COc1ccncc1 | 12
COc1ccc(-c2nc(=S)c3c(n2CCN2CCOCC2)CC(C)(C)OC3)cc1 | -23
O=C(NCC1CCCO1)C1CCC(CNS(=O)(=O)c2ccccc2)CC1 (centres undefined) | 7
CCSc1ccccc1C(=O)N1CCN(Cc2ccc3c(c2)OCO3)CC1 | -17
O=C(NCCN1CCN(C(=O)c2cccs2)CC1)c1cccs1 | -14
COc1ccc(CNc2ccc(C(=O)O)cc2)cc1 | 3
Cc1nnc(NC(=O)CSc2cn(CCNC(=O)c3ccccc3)c3ccccc23)s1 | 11
Cc1nnc(SCC(=O)N(C(C)C)C(C)C)nc1C | 9
COc1ccc(OC)c(S(=O)(=O)Nc2ccccc2C(=O)O)c1 | -3
COc1cccc(NC(=O)CSc2nnc(CNC(=O)c3ccccc3)n2C)c1 | 2
COCCn1c(C)cc(C(=O)CSc2ncn[nH]2)c1C | -20
CC(C)(C)NS(=O)(=O)c1ccc2nc(NC(=O)Cc3cccs3)sc2c1 | -8
O=C(Cn1nnc(-c2cccc(C(F)(F)F)c2)n1)NC1CCCC1 | -7
COc1ccccc1-n1c(=O)oc2ccc(Cl)cc2c1=O | 11
O=C(Cn1cccc1)N1CCN(C(c2ccccc2)c2ccccc2)CC1 | -2
Cn1c(CN2CCCC2)nc2cc(NC(=O)COc3ccc(Cl)cc3)ccc21 | -21
CS(=O)(=O)NCCSCc1c(F)cccc1Cl | 2
O=C(COC(=O)CSc1nnc(-c2ccc(Cl)cc2)o1)NCc1ccc2c(c1)OCO2 | -3
COc1cc(OC)cc(C(=O)NCCSCc2ccco2)c1 | -14
O=C(C1CCC(C(=O)N2CCCC2)CC1)N1CCCC1 (centres undefined) | 0
CCn1cc(C(=O)N=c2sc3ccccc3n2C)c(=O)c2ccc(C)nc21 | 7
Cc1ccc(OCC(O)CN2CCN(CC(O)COC(C)C)CC2)c(C(C)(C)C)c1 (centres undefined) | -17
COC(=O)C1CCN(S(C)(=O)=O)CC1 | 7
CC12CCC(C(=O)NCCCn3ccnc3)(OC1=O)C2(C)C (centres undefined) | -20
COc1cc(OC)c(OC)cc1CN1CCCC(C(=O)N2CCCCC2)C1 (centres undefined) | -16
CN(C)CCN1C(=O)C(O)=C(C(=O)c2cc3ccccc3o2)C1c1ccc(N(C)C)cc1 (centres undefined) | 1
CC(=O)C1=C(O)C(=O)N(C2CCCCC2)C1c1ccccc1 (centres undefined) | -1
COc1ccc(-c2noc(-c3ccccc3Cl)n2)cc1OC | -1
CCOC(=O)CNC(=O)c1cnn2cccnc12 | -11
Cc1cc(OCC(=O)NCc2nc(-c3ccccc3)no2)c(C)cc1Br | -16
CN(C(=O)c1ccc2c(=O)n3c(nc2c1)CCCCC3)c1ccccc1 | -1
CN(C)c1nc(OCC(=O)NC(C)(C)C)nc(N(C)C)n1 | -9
Cc1cccc(NC(=O)C2CCCN(C(=O)Nc3ccccc3)C2)c1C (centres undefined) | 6
CC(=O)c1cccc(NC(=O)c2ccc(NS(C)(=O)=O)cc2)c1 | -8
NC(=O)C1(N2CCCCC2)CCN(CC(=O)Nc2ccccc2-c2ccccc2)CC1 | -24
Cn1cc(/C(Cc2ccccc2)=N\O)c2ccccc21 | 1

Some of the entries so far, as labelled records.
COc1cc(OC)c(OC)cc1CN1CCCC(C(=O)N2CCCCC2)C1 (centres undefined)
- Ecoli WT growth: -16

CN(C)CCN1C(=O)C(O)=C(C(=O)c2cc3ccccc3o2)C1c1ccc(N(C)C)cc1 (centres undefined)
- Ecoli WT growth: 1

CC(=O)C1=C(O)C(=O)N(C2CCCCC2)C1c1ccccc1 (centres undefined)
- Ecoli WT growth: -1

COc1ccc(-c2noc(-c3ccccc3Cl)n2)cc1OC
- Ecoli WT growth: -1

(further entries)
canonical_smiles | Ecoli WT growth
Cc1cccc(OCC(=O)N2CCC(N3CCCCCC3)CC2)c1 | 9
CCN(CC)CCCN(Cc1cc2cc(OC)ccc2[nH]c1=O)C(=O)Nc1ccccc1 | -3
O=C(CSc1ncc(-c2ccc(F)cc2)[nH]1)N1CCCCC1 | -2
COCCNC(=O)c1cc(Br)ccc1Cl | 2
COc1ccc(OC)c(C(=O)COC(=O)c2cc(C)oc2C)c1 | 8
Cc1cc(C)nc(NC(=O)Nc2ccccc2C(F)(F)F)n1 | -14
O=C(NCCCn1ccnc1)c1ccncc1 | -15
Cn1ncc2c(Nc3ccccc3Br)ncnc21 | 1
CCOC(=O)c1cnn(-c2nc(SC)nc3sc4c(c23)CCC4)c1N | -22
O=C(O)c1[nH]nc2c1COc1ccccc1-2 | -9
CN(C)S(=O)(=O)N1CCN(CC(=O)Nc2cc(Cl)ccc2Cl)CC1 | -13
Cn1nnc2c(sc3nc(N4CCOCC4)c4c(c32)CCCC4)c1=O | -2
CS(=O)(=O)N(CC(=O)N1CCc2ccccc2C1)c1ccc2c(c1)OCO2 | 1
C=CCSc1nc2c(c(=O)[nH]c(=O)n2C)n1C/C=C(/C)Cl | -19
CCOC(=O)N1CCN(S(=O)(=O)c2ccc(C)c(C)c2C)CC1 | 2
CCOC(=O)COn1c(=O)c[n+]([O-])c2ccccc21 | 2
COc1ccc(CN(Cc2cc3cc4c(cc3[nH]c2=O)OCO4)C(=O)NC2CCCCC2)cc1 | -2
CCOC(=O)C1CCN(Cc2ccccc2C(F)(F)F)CC1 | -3
Cc1nc(NC(CC(C)C)C(=O)O)c2nc(C)oc2n1 (centres undefined) | -4
COc1ccc(/C(O)=C2/C(=O)C(=O)N(CCN(C)C)C2c2ccc(F)cc2)cc1Cl (centres undefined) | -22
Cn1c(NC(=O)c2cccc(Cn3cc(Cl)cn3)c2)nc2ccccc21 | -6
CCOC(=O)C1=C(CN2CCSCC2)NC(=O)NC1c1cc(C)ccc1C (centres undefined) | -20
C=CCn1c(N)c(C(=O)OCCC)c2nc3ccccc3nc21 | -20
COCC(C)NC(=O)NC(=O)c1ccc(Cl)cc1 (centres undefined) | 0
C=C(C)Cn1c(SCC#N)nc2ccccc2c1=O | -19
N#CC1=C(N)N(c2ccccc2)C(c2ccccc2)C1(C#N)C#N (centres undefined) | 0
CN(C)S(=O)(=O)N1CCN(C(=O)N2CCCCC2)CC1 | -23
CCOC(=O)Cn1cnc2sc3c(c2c1=O)CCC3 | -13
CCOc1ccc(Oc2nc(Nc3ccc(C)cc3)nc(N(C)C)n2)nn1 | 6
CCCc1cc(=O)n2[nH]cnc2n1 | -1
Cc1ccc(S(=O)(=O)NC2(C(F)(F)F)NC(=O)N(C)C2=O)cc1 (centres undefined) | -11
O=C(c1cccnc1)N1CCN(Cc2ccc3c(c2)OCO3)CC1 | -1
CN(C)S(=O)(=O)c1ccc(C(=O)N2CCC(c3nc4ccccc4o3)CC2)cc1 | 5
COc1ccc(CC(=O)Nc2cccc(-c3nnc(-c4cccc(C)c4)o3)c2)cc1OC | -16
Cc1c(C(=O)NC2=NCCS2)oc2ccccc12 | -21
CCn1nc(C(=O)OCC(=O)N2CCc3ccccc32)c2ccccc2c1=O | 0
Cc1cc(Cl)ccc1OCC(=O)Nn1c(C)ccc1C | -7
Cc1cccn2c(=O)c3cc(C#N)c(=NC(=O)c4ccncc4)n(Cc4ccco4)c3nc12 | 18
COc1ccc(OC)c(NC(=O)CSc2nnc(CCCO)n2-c2ccccc2)c1 | -1
CC(=O)N1CCN(c2ccc(S(=O)(=O)N3CCCCC3)cn2)CC1 | -3
CCOc1ccc(CNc2ccc3c(c2)ncn3C)cc1 | 4
O=C(O)C1C2C=CC(C2)C1C(=O)Nc1cccc(F)c1 (centres undefined) | -16
CCOC(=O)/C=C(\C)Sc1cc(=O)oc2ccccc12 | -3
Nc1ccccc1-c1nc2ccccc2[nH]1 | -12
COc1ccc(NC(=O)C2CCC(=O)N2S(=O)(=O)c2ccc(C)cc2)c(OC)c1 (centres undefined) | -13
Nc1cc(C(=O)N2CCCC2)cc(C(=O)N2CCCC2)c1 | -22
Cc1cc(C)c(Cn2c(=O)n(CCCC(=O)NCc3ccco3)c(=O)c3ccccc32)c(C)c1 | -3
O=C(Cc1c[nH]c2ccccc12)N1CCc2ccccc21 | -3
OCCNc1nc2ccc(Cl)cc2[nH]1 | -6
Cc1ccc(C)n1NC(=O)c1ccco1 | -4
CCc1ccc(NC2=NC(C(=O)c3ccccc3)CC(=O)N2)cc1 (centres undefined) | -16
Cc1cc(C)n(-c2nc(C)nc3c2cnn3-c2ccccc2)n1 | -2
COCCn1c(SCC(=O)N2CCc3ccccc32)nc2c(c1=O)SC(C)C2 (centres undefined) | 18
Cc1ccc(-c2nnc(SC(C)C#N)n2N)cc1 (centres undefined) | 7
COc1cc2c(OC)cccc2cc1C(=O)O | -10
CCCCC(=O)Nc1ccc(C(=O)Nc2ccc3c(c2)OCO3)cc1 | -27
Cc1ccc(OCC2Cn3c(nc4c3c(=O)n(C)c(=O)n4C)O2)cc1 (centres undefined) | -6
CCNc1nc2c(c(=O)n(Cc3ccccc3)c(=O)n2C)n1Cc1ccccc1 | -24
Cc1ccc(-n2ncc3c(NCC4CCCO4)ncnc32)c(C)c1 (centres undefined) | 4
Cc1[nH]c2ccccc2c(=O)c1CN(C)Cc1ccccc1 | -6

More structures follow.
canonical_smiles | Ecoli WT growth
Cc1nnc(Sc2nc3ccccc3o2)c2ccccc12 | -11
Cc1cccn2c(=O)c3cc(C(=O)N4CCCc5ccccc54)n(C)c3nc12 | 5
O=C(Nc1ccncc1)c1cncc(Br)c1 | 0
NC(=O)C1CCN(c2nc(-c3ccccc3)nc3ccccc23)CC1 | 7
O=C(O)C1CCCCC1C(=O)NCCc1ccc(Cl)cc1 (centres undefined) | -16
S=c1[nH]nc(-c2ccco2)n1-c1cccc2ccccc12 | 5
C=CCOc1ccccc1C1C2=C(CC(C)(C)CC2=O)Nc2c1c(=O)n(C)c(=O)n2C (centres undefined) | -6
COc1ccc(-c2cc(C(F)(F)F)n3nc(C(=O)N4CCOCC4)nc3n2)cc1 | 12
O=C1OCCC1Sc1nc(-c2ccccc2)cs1 (centres undefined) | 8
Cc1ccc(C(N)=O)cc1S(=O)(=O)Nc1cccc(C)c1C | -20
CCN(C(=O)COC(=O)c1cc(C)n(-c2ccc(F)cc2)c1C)C1CCS(=O)(=O)C1 (centres undefined) | 16
Cc1cccc(C)c1NC(=O)CNc1ccccc1 | -15
CCOc1cc(C)c(C(C)C)cc1S(=O)(=O)N1CCOCC1 | -17
Cc1cc(C)c(C)c(S(=O)(=O)NCC(=O)N2CCCC2)c1C | -15
COC(=O)CSc1nc2ncc(Cl)cc2[nH]1 | 17

Taken from the results shown (2 entries):
canonical_smiles | Ecoli WT growth
Cc1cc(C)c(C)c(S(=O)(=O)NCC(=O)N2CCCC2)c1C | -15
COC(=O)CSc1nc2ncc(Cl)cc2[nH]1 | 17

In the list so far, these have a cyano group:
canonical_smiles | Ecoli WT growth
C=C(C)Cn1c(SCC#N)nc2ccccc2c1=O | -19
N#CC1=C(N)N(c2ccccc2)C(c2ccccc2)C1(C#N)C#N (centres undefined) | 0
Cc1cccn2c(=O)c3cc(C#N)c(=NC(=O)c4ccncc4)n(Cc4ccco4)c3nc12 | 18
Cc1ccc(-c2nnc(SC(C)C#N)n2N)cc1 (centres undefined) | 7

The list goes on:
canonical_smiles | Ecoli WT growth
CS(=O)(=O)N1CCN(C(=O)c2ccccc2F)CC1 | -32
COC(=O)C1=C(C)NC(C)=C(C(=O)OC)C1c1ccccc1[N+](=O)[O-] | 2
COC(=O)/C=c1/s/c(=C(\C#N)C(=O)NCc2ccco2)n(-c2ccc(C)cc2)c1=O | -6
CCCCSc1nnc([C@H](C)NC(=O)OC(C)(C)C)o1 | -5
O=S(=O)(c1cccc(Cl)c1Cl)N1CCCCC1 | -16
O=C(/N=C1\NC(=O)C(F)(C(F)(F)F)S1)NC1CCCCC1 (centres undefined) | -13
Cc1nn2c(CN(C(=O)c3ccco3)c3ccccc3)nnc2c2ccccc12 | -19
COC(=O)c1cc2ccsc2n1Cc1nc(-c2ccc(OC)cc2)oc1C | 1
CCN(CC)C(=O)CN(c1cc(Cl)ccc1OC)S(C)(=O)=O | 11
COc1cccc(NC(=O)COc2ccccc2C(N)=O)c1 | 3
COc1cccc(C2c3c(oc4ccccc4c3=O)C(=O)N2CCCN2CCOCC2)c1OC (centres undefined) | -17
CC(C)n1cc(/C=C(\C#N)S(=O)(=O)c2ccccc2)c2ccccc21 | -17
CCOC(=O)c1[nH]c(C)c(C(=O)NCc2ccccn2)c1C | 0
Cc1ccc(Cn2c(SCCN3CCCCC3)nc3c2c(=O)[nH]c(=O)n3C)cc1 | -2
Cc1cccc(-n2c(N)c(C(=O)N3CCN(C)CC3)sc2=S)c1 | 10
CCC(=O)N1CCc2cc(S(=O)(=O)CCC(=O)Nc3ccc(F)c(F)c3)ccc21 | 7

Some of the compounds tested, so the mix of outcomes need not match the whole.
